Source: PubChem (several laboratories)
MEKK2wt PB1 HTS – raises or lowers MEK5 binding to wildtype human MEKK2 PB1 domain. actives 1.1% (n = 290,000). binding response (% of control), % at 10 µM. Q9Y2U5. bead flow cytometry, Alexa488-MEK5 binding to MEKK2 WT; actives lie on both sides; in the data active means binding response below about 67% or above about 130%
OXTR ag – agonists of human oxytocin receptor | activation, % at 3 µM | actives 0.32% (n = 320,000) | CHO-OTR cells, Fluo-8 calcium fluorescence; normalized: DMSO 0%, oxytocin 100% | P30559 | AID 2435;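 active means activation above the mean of all tested compounds plus 3 SD, cutoff set per screening run, cut at about 20% in these data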;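 further: peak over basal fluorescence ratio from a 100 s FLIPR kinetic read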
V1R ag counter – activates human V1a receptor in oxytocin agonist counter-screen. P37288. CHO-V1R cells, Fluo-8 calcium fluorescence, agonist mode; 0% DMSO, 100% 3 nM vasopressin. activation, % at 3 µM. AID 2797. actives 0.25% (n = 320,000);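 active means activation above the mean activation of all tested compounds plus 3 SD, per screening run, cut at about 20% in these data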;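 further: signal is peak over basal fluorescence ratio across a 100 second FLIPR read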
Target sequence (P37288 whole entry, looked up): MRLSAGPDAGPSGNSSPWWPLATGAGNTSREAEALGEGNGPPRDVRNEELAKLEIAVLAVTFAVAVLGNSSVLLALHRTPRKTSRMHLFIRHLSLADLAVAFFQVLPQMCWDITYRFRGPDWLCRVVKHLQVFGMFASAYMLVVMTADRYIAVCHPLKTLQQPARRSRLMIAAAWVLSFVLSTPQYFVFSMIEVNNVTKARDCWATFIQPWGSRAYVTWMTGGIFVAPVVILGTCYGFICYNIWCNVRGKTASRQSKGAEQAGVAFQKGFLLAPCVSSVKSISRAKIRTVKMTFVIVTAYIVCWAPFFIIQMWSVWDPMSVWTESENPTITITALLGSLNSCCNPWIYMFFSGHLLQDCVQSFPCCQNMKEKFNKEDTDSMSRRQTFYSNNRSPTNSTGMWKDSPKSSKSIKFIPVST
OXTR potentiator – potentiates the human oxytocin receptor response | P30559 | CHO-OTR cells, Fluo-8 calcium fluorescence, potentiator mode; 0% = oxytocin EC15, 100% = EC100 | activation, % at 3 µM | actives 0.061% (n = 320,000) | AID 2445;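 active means activation above that plate's cutoff, the mean activation of tested compounds plus 3 SD, cut at about 6.6% in these data, passing the limit was not always enough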;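 further: 100% uses oxytocin at 75 nM as the full agonist control; some results filed as inactive read as strong as hits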
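test system = CHO-OTR cells, human receptor | compound = single-point 3.0 µM | schedule = 6 min compound pre-incubation at room temperature, 100 s kinetic read | signal = Fluo-8 no-wash calcium dye fluorescence, excitation 470-495 nm, emission 515-575 nm | repeats = single well per compound, singlicate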
MEKK2 mut-MEK5 – signal of MEK5 binding to mutant human MEKK2 PB1 domain; bead flow cytometry, Alexa488-MEK5 binding to MEKK2 mutant; percent response, % at 10 µM; actives 0.35% (n = 290,000); in the data active means percent response above about 24%, passing the limit was not always enough; further: inactives centre near 1; some results filed as inactive read as strong as hits; reference of the scale not given here
GalR3 antagonist – human GalR3 antagonism; O60755; HEK293 GalR3-CNG cAMP membrane potential fluorescence; galR3 body fused to GalR1 C-terminus; inhibition, % at 3 µM; actives 0.44% (n = 360,000); AID 651719;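 active means inhibition above the screen-wide average plus 3 SD, cut at about 13% in these data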;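 further: forskolin and galanin both at EC90 stimulate the cells; cAMP rise reported by CNG channel membrane potential dye signal; 0% = forskolin plus galanin with DMSO and 100% = forskolin alone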
GPR7 antagonist – antagonists of human GPR7 (neuropeptides B/W receptor 1) | actives 1.1% (n = 290,000) | P48145 | GPR7-expressing cells, fluorescence antagonist assay | AID 1861 | inhibition, % at 4.4 µM; in the data active means inhibition above about 16%, passing the limit was not always enough;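 further: cells stimulated with the agonist NPW; 0% = agonist with vehicle and 100% = vehicle without agonist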
Target sequence (P48145 whole entry, looked up): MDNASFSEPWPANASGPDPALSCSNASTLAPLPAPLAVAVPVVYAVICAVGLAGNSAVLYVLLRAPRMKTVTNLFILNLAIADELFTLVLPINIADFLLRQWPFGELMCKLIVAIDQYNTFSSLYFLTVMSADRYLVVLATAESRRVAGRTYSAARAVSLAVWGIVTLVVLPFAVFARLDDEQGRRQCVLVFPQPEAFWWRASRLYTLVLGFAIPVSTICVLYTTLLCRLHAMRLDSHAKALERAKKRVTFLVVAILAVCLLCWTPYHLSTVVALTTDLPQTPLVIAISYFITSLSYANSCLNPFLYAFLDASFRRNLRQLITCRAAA
NALP1 yeast inh – blocks the NALP1 inflammasome reconstituted in yeast; S. cerevisiae NALP1/ASC/caspase-1 growth, X-gal OD620, 72 h; inhibition, % at 10 µM; actives 0.61% (n = 280,000); AID 2071; in the data active means inhibition mostly above about 24%, no sharp cut-off; inactive means mostly below about 32%; further: some compounds called inactive have numbers as strong as hits
M18AAP inhibitor – blocks P. falciparum M18 aspartyl aminopeptidase; recombinant PfM18AAP, H-Glu-NHMec fluorogenic cleavage; inhibition, % at 7.35 µM; actives 1.2% (n = 290,000);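 active means inhibition above the campaign mean inhibition over all tested compounds plus 3 SD, cut at about 28% in these data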;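 further: 0% = plate median of test compound wells and 100% = 2 mM ZnCl2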
* hit, by the source's call; nt = no result given.

SMILES	MEKK2wt PB1 HTS	OXTR ag	V1R ag counter	OXTR potentiator	MEKK2 mut-MEK5	GalR3 antagonist	GPR7 antagonist	NALP1 yeast inh	M18AAP inhibitor
N/C(=N\O)C1COc2ccccc2O1 (configuration not stated)	96	0.7	0.2	0	-1	-6	-7	20	2
CCOc1ccc(CCNC(=O)CN2C(=O)COc3ccc(S(=O)(=O)N4CCOCC4)cc32)cc1	106	-0.2	0.6	0	4	4	-16	-6	5
CCCNC(=O)C1CCN(S(=O)(=O)c2ccc3nc4c(c(C(=O)O)c3c2)CCCCC4)CC1	102	0.2	0.1	-3	0	1	-1	19	0
CCC(C)C(=O)Nc1nnc(SCC(=O)Nc2ccc(F)cc2)s1 (configuration not stated)	98	-2.3	-0.7	10	5	0	1	13	0
Cc1ccc(C(=O)O)cc1NC(=O)c1ccc2c(c1)C(=O)N(c1ccc([N+](=O)[O-])cc1)C2=O	103	1.9	0.6	-4	0	-11	5	22	-6
Cc1cccc(OCCCC(=O)NNC(=O)c2ccccn2)c1	nt	2.1	0.9	-6	nt	-7	nt	nt	nt
CCOc1cccc(CN2CCC(Oc3ccc(C(=O)N4CCCC4)cc3)CC2)c1	104	-0.7	-0.3	-18	-1	2	4	7	-1
COc1ccc(-n2c(SCC(=O)Nc3cc(C)on3)nc3c([nH]c4ccccc43)c2=O)cc1	97	-0.4	-0.1	2	-1	3	-13	-16	5
C=CCNC(=O)CSc1nc2sc(C)c(C)c2c(=O)[nH]1	111	-1.8	0.7	-9	5	-2	-8	24	4
COc1ccc(CN(C(=O)COc2ccccc2)c2ccccc2C(=O)O)cc1	106	1.1	0.4	4	16	5	-13	0	4
CCOc1ccccc1C1NC(=O)NC(C)=C1C(=O)OC1CCCCC1 (configuration not stated)	94	-1.1	-0.8	8	0	-5	-7	37	0
Nc1[nH]n(-c2ccccc2)c(=O)c1N=Nc1ccc2c(c1)OCO2	92	-0.5	-1.7	-2	-8	2	-1	nt	4
CCN(CC)CCNC(=O)c1ccc(N2CCCCC2)c(NS(=O)(=O)c2ccc(C)cc2)c1	120	2.6	2.5	-19	3	-9	4	44	-4
c1coc(-c2nnc(-c3ccco3)nn2)c1	101	1.0	-0.4	-17	2	-6	-2	-34	54*
Cc1ccc(N(CC(=O)NC2CCCCC2)C(=O)Cn2nnc(-c3ccc(C)o3)n2)cc1	95	-0.5	-1.0	-6	-1	4	3	0	0
COc1ccc(CNC(=O)CN(C(=O)CCC(=O)Nc2nccs2)c2ccc3c(c2)OCO3)cc1	104	0.2	-0.5	0	2	-7	-23	0	7
CCC(C)NC(=O)NC1C(NC(=O)NC(C)CC)N(C)C(=O)N1C (configuration not stated)	96	0.3	-0.2	2	-2	-2	1	8	-6
Cc1cc(NC(=O)C(C)Sc2nnc(NCc3ccco3)s2)no1 (configuration not stated)	nt	-1.7	-0.2	-5	nt	1	nt	nt	nt
CC(=O)CSc1nnc(-c2ccncc2)n1C	102	0.5	1.2	-5	3	-4	3	-2	-7
COc1ccc(Cl)cc1NC(=O)CSc1nncn1-c1cccnc1	97	4.8	3.9	-18	-3	2	-9	38	-7
CC(C)C(=O)Nc1ccc2c(c1)oc1ccccc12	99	-1.5	-0.1	-9	1	-5	-6	20	0
CCc1ccccc1NC(=O)CCC(=O)Nc1nnc(C(C)C)s1	96	1.1	1.7	-5	-7	0	-3	17	-6
Fc1ccc(-n2nnc(-c3ccccc3)n2)cc1	100	nt	nt	nt	2	-3	-3	-10	-5
CCCOP(=O)(OCCC)C(Nc1ccc(C(C)C)cc1)c1ccc([N+](=O)[O-])cc1 (configuration not stated)	nt	-1.2	1.4	-6	nt	-1	13	-4	-25
CC(COc1cccc2ccccc12)CN1CCN(C)CC1 (configuration not stated)	122	6.5	2.4	-1	16	-5	12	25	2
O=C(O)c1ccccc1C(=O)NCCc1c(C(=O)O)[nH]c2ccc(F)cc12	96	1.6	0.5	3	3	-4	-5	-9	-6
O=C(CCn1c(=O)oc2ccccc21)NCCCN1CCOCC1	101	0.4	0.6	-8	5	-4	4	14	8
O=C(Nc1ccccc1-c1nnn(CC(=O)N2CCCc3ccccc32)n1)c1ccc(Cl)cc1	100	1.3	1.3	11	-10	2	-8	-22	0
CCOc1ccccc1N1CN(Cc2ccccc2)CNC1=S	88	0.0	0.2	-3	-19	-3	-12	19	-11
COc1cc(OC)c(C(=O)Nc2ccc(N(C)C)cc2)cc1OC	97	0.0	-1.1	-6	-2	0	-2	6	5
Cc1ccc(-c2cn3cccnc3n2)cc1NC(=O)c1cccs1	103	1.1	0.1	3	0	-2	-10	11	0
C=CCn1c(SCC(=O)Nc2ccccc2F)nnc1C(C)NC(=O)c1ccccc1F (configuration not stated)	101	-0.5	0.7	1	2	-3	-13	10	0
O=C(CN1CCC(NC(=O)c2ccco2)CC1)Nc1cccc2ccccc12	101	1.0	0.6	-5	9	0	-12	-5	-4
Cc1cc(Cl)ccc1NC(=O)CN(C)C1=NS(=O)(=O)c2ccccc21	nt	1.8	0.8	-1	nt	-1	nt	nt	nt
CC1CCN(C(=O)C(C)c2ccc([N+](=O)[O-])cc2)CC1 (configuration not stated)	102	-0.8	-0.3	-4	-1	0	-3	12	0
Nc1n[nH]c(N)c1N=Nc1cccc(C(F)(F)F)c1	103	1.9	1.2	-15	1	-9	41*	5	10
COc1cccc(-n2nnc3c(=O)n(CC(=O)N4CCCc5ccccc54)cnc32)c1	101	0.3	-0.2	-6	1	-5	-12	11	-1
O=C(N/N=C/c1cc(Cl)cc([N+](=O)[O-])c1O)c1cc(-c2ccccn2)nc2ccccc12	101	-0.3	0.8	-8	-2	nt	-6	nt	-2
Cc1cc(C)nc(NS(=O)(=O)c2ccc(N3C(=O)c4ccccc4C3=O)cc2)n1	103	1.1	0.5	-9	0	0	-2	21	-2
CC(NC(=O)c1ccccc1F)C1CC1 (configuration not stated)	98	0.8	1.3	-5	-5	-8	-5	26	2

Full records as entered above:
Cc1ccc(N(CC(=O)NC2CCCCC2)C(=O)Cn2nnc(-c3ccc(C)o3)n2)cc1 is listed with MEKK2wt PB1 HTS: 95; OXTR ag: -0.5; V1R ag counter: -1.0; OXTR potentiator: -6; MEKK2 mut-MEK5: -1; GalR3 antagonist: 4; GPR7 antagonist: 3; NALP1 yeast inh: 0; M18AAP inhibitor: 0
Fc1ccc(-n2nnc(-c3ccccc3)n2)cc1 is listed with MEKK2wt PB1 HTS: 100; OXTR ag: nt; V1R ag counter: nt; OXTR potentiator: nt; MEKK2 mut-MEK5: 2; GalR3 antagonist: -3; GPR7 antagonist: -3; NALP1 yeast inh: -10; M18AAP inhibitor: -5

Continued.
SMILES	MEKK2wt PB1 HTS	OXTR ag	V1R ag counter	OXTR potentiator	MEKK2 mut-MEK5	GalR3 antagonist	GPR7 antagonist	NALP1 yeast inh	M18AAP inhibitor
Cc1cc(=O)oc2c(C)c(OC(C)C(=O)NCC3CCC(C(=O)O)CC3)ccc12 (configuration not stated)	97	-0.5	1.7	-2	0	-9	-6	15	1
O=C(c1cccs1)N1CCN(Cc2ccccc2)CC1	99	-1.1	-0.6	-3	-2	-5	6	27	-5
CCN(CC)c1ccc(NC(=O)CSc2nnc(N)s2)cc1C	88	1.4	-0.1	-6	-4	0	-4	-26	13
CC(Sc1nnc(C2CC2)n1C1CC1)C(=O)Nc1ccc(C(N)=O)cc1 (configuration not stated)	nt	0.5	0.7	-1	nt	-5	nt	nt	nt
CCC(C)CCCCNC1=NCCS1 (configuration not stated)	90	0.3	1.3	-8	-8	-10	-10	26	0
Cc1ccc(S(=O)(=O)CCSc2n[nH]c(=O)n2-c2ccccc2)cc1	98	0.2	-0.5	-6	-2	-5	-20	5	5
O=C1CN(C(=O)CNCc2cccc(Cl)c2)c2ccccc2N1	93	1.1	0.3	-5	-3	2	-15	2	2
COc1ccccc1N1CCN(Cc2cn[nH]c2-c2ccc(F)cc2)CC1	93	13	14	3	-22	-3	8	16	1
CCOC(=O)c1ccc(NC(=S)N(CCCN2CCCCC2)Cc2ccco2)cc1	106	3.3	1.0	-1	-1	-2	2	44*	8
O=C(NNC(=O)c1nc(Cl)ccc1Cl)c1ccc(F)cc1	108	0.2	1.4	3	8	4	-18	10	9
CCOC(=O)C1=C(C)NC(=S)N(C(C)=O)C1c1ccc(Cl)cc1 (configuration not stated)	94	-1.2	0.3	-5	-3	-4	-18	7	0
COc1ccccc1NC(=O)CCC(=O)c1ccc(-c2ccccc2)cc1	94	-0.2	0.6	-1	-2	-4	-3	nt	2
CCn1cc(C(=O)O)c(=O)c2cnc(N3CCN(C(=S)NC(=O)c4ccc(Br)cc4)CC3)nc21	97	1.1	0.7	2	-4	nt	-5	6	-1
Cc1cc(NC(=O)c2ccc([N+](=O)[O-])cc2)no1	103	nt	nt	nt	5	-6	-4	1	-5
CCOc1ccc(-n2c(SCC(=O)Nc3ccccc3C)n[nH]c2=O)cc1	99	-0.7	-0.1	3	4	-6	0	5	8
Cc1ccc(S(=O)(=O)N(C)CC(=O)OCC(=O)c2c(N)n(C)c(=O)n(C)c2=O)cc1	107	-0.8	1.4	-11	15	-3	-2	38	-4

Entries above containing a Cl atom, in the order listed:
SMILES	MEKK2wt PB1 HTS	OXTR ag	V1R ag counter	OXTR potentiator	MEKK2 mut-MEK5	GalR3 antagonist	GPR7 antagonist	NALP1 yeast inh	M18AAP inhibitor
COc1ccc(Cl)cc1NC(=O)CSc1nncn1-c1cccnc1	97	4.8	3.9	-18	-3	2	-9	38	-7
O=C(Nc1ccccc1-c1nnn(CC(=O)N2CCCc3ccccc32)n1)c1ccc(Cl)cc1	100	1.3	1.3	11	-10	2	-8	-22	0
Cc1cc(Cl)ccc1NC(=O)CN(C)C1=NS(=O)(=O)c2ccccc21	nt	1.8	0.8	-1	nt	-1	nt	nt	nt
O=C(N/N=C/c1cc(Cl)cc([N+](=O)[O-])c1O)c1cc(-c2ccccn2)nc2ccccc12	101	-0.3	0.8	-8	-2	nt	-6	nt	-2
O=C1CN(C(=O)CNCc2cccc(Cl)c2)c2ccccc2N1	93	1.1	0.3	-5	-3	2	-15	2	2
O=C(NNC(=O)c1nc(Cl)ccc1Cl)c1ccc(F)cc1	108	0.2	1.4	3	8	4	-18	10	9
CCOC(=O)C1=C(C)NC(=S)N(C(C)=O)C1c1ccc(Cl)cc1 (configuration not stated)	94	-1.2	0.3	-5	-3	-4	-18	7	0
